Screening results: PubChem BioAssay, Sanford-Burnham Center for Chemical Genomics
APJ antag = APJ receptor antagonism; inhibition, % at 20 µM; 330,000 tested, 0.32% active; AID 2521; P35414; CHO-K1 APJ beta-arrestin complementation, luminescence;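 active means inhibition above about 40% at 20 µM, limit read from the data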;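 further: cells challenged with 10 nM apelin-13 agonist together with compound; plate controls were apelin-13 plus DMSO wells for no effect and DMSO wells lacking apelin-13 for full effect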
tim23-1 inh = inhibits growth of tim23-1 mutant yeast | S. cerevisiae tim23-1 growth, BacTiter-Glo luminescence, 24 h | inhibition, % at 20 µM | 330,000 tested, 1.3% active;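 active means growth inhibition of the mutant yeast at or above 50%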;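 further: temperature-sensitive mutant grown at 25 °C; plate controls were DMSO-treated mutant yeast for no effect and medium wells lacking yeast for full effect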
XBP1 UPR activ = activators of adaptive arm of unfolded protein response (XBP1); CHO-XBP1 luciferase reporter, IRE1-XBP1 UPR activation, luminescence; percent of tunicamycin response, DMSO as zero; activation, % at 20 µM; 330,000 tested, 0.33% active; AID 463104;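 active means versus positive control, 20 µM dose yields 30% or more activation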;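 further: 100% = tunicamycin at 10 µg/mL and 0% = DMSO only wells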
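Signal: luciferase luminescence; Assay system: CHO-XBP1 luciferase reporter cells; Amount: one thousand reporter cells per well; Dosing: 20 µM single concentration, DMSO 1%; Benchmarks: high control tunicamycin 10 µg/mL final, low control DMSO vehicle only; Schedule: 6 h compound exposure at 37 °C, 5% CO2; Evaluation: percent activation relative to tunicamycin reference.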
Jurkat NFkB inh = inhibitors of the PMA/ionomycin-induced NF-kB reporter in Jurkat cells | PMA/ionomycin-induced NF-kB luciferase reporter, luminescence | 330,000 tested, 0.53% active | inhibition, % at 4 µM | AID 435003; in the data active means inhibition above about 50%
CHOP UPR activ = apoptotic UPR (CHOP) activation; CHO-CHOP luciferase reporter, luminescence; percent of tunicamycin response over DMSO baseline; activation, % at 10 µM; 330,000 tested, 0.34% active; AID 449763;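 active means at 10 µM dose, activation of 40% or more, normalized to positive control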;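 further: 100% = tunicamycin at 10 µg/mL and 0% = DMSO alone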
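Test system: CHO-CHOP cells, stable luciferase reporter of PERK-eIF2a-CHOP signalling | Quantity: 500 CHO-CHOP cells per well | Buffer or medium: F12 plus 10% serum | Compound dosing: 10 µM single point, 0.5% DMSO | Schedule: 6 h compound treatment, 37 °C | Signal: Luciferase luminescence | Control set: Tunicamycin high control, DMSO low control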
697 NFkB inh = lowers PMA/ionomycin-induced NF-kB signal in 697 B cells; 697 B-cell NF-kB luciferase reporter, 16 h; 330,000 tested, 0.33% active; inhibition, % at 4 µM; in the data active means inhibition above about 35%
Mdm2-MdmX inh = inhibitors of human Mdm2/MdmX interaction; O15151+Q00987; SaOS-2 split-luciferase Mdm2/MdmX complementation, luminescence; inhibition, % at 8 µM; 330,000 tested, 3% active; AID 485346;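 active means inhibition of at least 50% at 8 µM in the primary screen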
Target sequence (O15151 whole entry, looked up): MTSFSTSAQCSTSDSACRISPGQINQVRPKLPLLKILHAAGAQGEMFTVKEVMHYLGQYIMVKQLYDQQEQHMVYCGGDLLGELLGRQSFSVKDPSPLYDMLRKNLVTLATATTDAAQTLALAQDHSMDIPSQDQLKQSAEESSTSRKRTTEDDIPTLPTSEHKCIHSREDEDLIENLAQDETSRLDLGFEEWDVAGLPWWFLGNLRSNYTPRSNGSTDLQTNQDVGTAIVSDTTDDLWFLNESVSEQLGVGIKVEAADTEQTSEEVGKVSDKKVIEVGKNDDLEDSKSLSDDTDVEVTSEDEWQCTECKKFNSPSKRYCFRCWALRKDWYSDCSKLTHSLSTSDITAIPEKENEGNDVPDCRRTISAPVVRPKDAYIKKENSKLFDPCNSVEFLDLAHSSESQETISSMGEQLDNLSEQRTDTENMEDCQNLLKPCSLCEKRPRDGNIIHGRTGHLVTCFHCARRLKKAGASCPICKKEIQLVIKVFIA
Target sequence (Q00987 whole entry, looked up): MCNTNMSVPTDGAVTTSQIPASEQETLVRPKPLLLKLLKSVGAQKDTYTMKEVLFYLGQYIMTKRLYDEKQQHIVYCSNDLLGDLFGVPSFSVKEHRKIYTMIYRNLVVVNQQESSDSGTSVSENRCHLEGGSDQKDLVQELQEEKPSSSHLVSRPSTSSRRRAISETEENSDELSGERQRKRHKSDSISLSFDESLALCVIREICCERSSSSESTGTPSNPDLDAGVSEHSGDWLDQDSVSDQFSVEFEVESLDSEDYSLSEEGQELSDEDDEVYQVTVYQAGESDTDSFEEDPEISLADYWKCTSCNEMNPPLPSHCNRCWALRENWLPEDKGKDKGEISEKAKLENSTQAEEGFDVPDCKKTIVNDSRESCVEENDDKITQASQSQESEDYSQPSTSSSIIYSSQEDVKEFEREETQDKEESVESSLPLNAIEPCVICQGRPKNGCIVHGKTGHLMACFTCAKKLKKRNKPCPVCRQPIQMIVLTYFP
APJ agonist = agonists of human APJ apelin receptor; 330,000 tested, 0.11% active; activation, % at 20 µM; CHO-K1 APJ PathHunter beta-arrestin, luminescence; 0% DMSO wells, 100% apelin; AID 2520;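 active means activation more than six SD over the plate average, tested at 20 µM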;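 further: 0% = DMSO alone and 100% = apelin-13 at 10 nM; some results filed as inactive read as strong as hits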
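Test system: CHO-K1 APJ beta-arrestin complementation cell line. Amount: cell density 1000 per well. Controls: DMSO negative, 10 nM Apelin-13 positive. Signal: luminescent beta-gal fragment complementation, chemiluminescent substrate. Read-out basis: agonist-driven arrestin binding to APJ. Timing: compound stimulation 90 min at 25 °C, detection 60 min.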
The depositor's hits bear a star.

SMILES	APJ antag	tim23-1 inh	XBP1 UPR activ	Jurkat NFkB inh	CHOP UPR activ	697 NFkB inh	Mdm2-MdmX inh	APJ agonist
CC(=O)N1N=C(c2ccco2)CC1c1cccs1 (stereo not drawn)	-5	6	-1	0	-0.6	-16	-3	0
O=C(NC1CCCC1)C1CCCN(S(=O)(=O)c2ccc(F)cc2)C1 (stereo not drawn)	-25	11	-2	2	-0.6	11	0	2
COc1ccccc1N1CCN(S(=O)(=O)c2ccc(Cl)s2)CC1	11	26	-5	-10	1.3	4	1	4
O=C(Nc1ccccc1)Nc1ccncc1	-30	9	0	0	-1.1	-16	2	2
O=C(Nc1nnc(C2CCCCC2)s1)C1CC(=O)N(c2ccc(F)cc2)C1 (stereo not drawn)	-5	12	-3	-9	-0.2	6	6	-2
O=C(NC1CCCC1)C(c1ccsc1)N(C(=O)Cc1cccs1)c1ccccc1 (stereo not drawn)	5	10	-4	5	0.4	4	11	-7
COc1ccc(C2=C(C#N)C(=O)OC2)cc1	7	10	-3	-1	-0.9	-8	33	-2
O=S(=O)(Nc1cccc2cn[nH]c12)c1ccc(F)cc1	-8	1	-4	4	-1.2	-26	-24	-1
Clc1ccc(/C=C/c2nc3ccccc3[nH]2)c(Cl)c1	-27	62*	-6	-146	-4.9	-488	-56	4
COc1ccc(-n2c(SCC(=O)Nc3ccc([N+](=O)[O-])cc3OC)nc3ccccc32)cc1	-5	4	-2	-4	4.8	-48	13	-1

Fetched one by one from the entries so far:
SMILES	APJ antag	tim23-1 inh	XBP1 UPR activ	Jurkat NFkB inh	CHOP UPR activ	697 NFkB inh	Mdm2-MdmX inh	APJ agonist
O=C(NC1CCCC1)C1CCCN(S(=O)(=O)c2ccc(F)cc2)C1 (stereo not drawn)	-25	11	-2	2	-0.6	11	0	2
Clc1ccc(/C=C/c2nc3ccccc3[nH]2)c(Cl)c1	-27	62*	-6	-146	-4.9	-488	-56	4
COc1ccc(-n2c(SCC(=O)Nc3ccc([N+](=O)[O-])cc3OC)nc3ccccc32)cc1	-5	4	-2	-4	4.8	-48	13	-1

The listing continues:
SMILES	APJ antag	tim23-1 inh	XBP1 UPR activ	Jurkat NFkB inh	CHOP UPR activ	697 NFkB inh	Mdm2-MdmX inh	APJ agonist
CC(NC(=O)c1ccccc1)C(=O)OCn1nnc2ccccc2c1=O (stereo not drawn)	-2	22	-3	-6	1.3	2	14	-5
N#CCCn1c(=S)[nH]c2ccccc21	0	-13	1	-6	1.8	22	20	-3
CN1CCc2c(sc3c2C(=O)NC(c2ccco2)N3)C1 (stereo not drawn)	-8	0	-3	13	2.9	-3	22	0
COc1cc(NS(=O)(=O)c2ccc(NC(=S)NC(=O)/C=C/c3ccco3)cc2)ncn1	17	-5	-3	9	1.6	13	24	-3
CCc1ccccc1NC(=O)CC(NCc1ccccc1)C(=O)O (stereo not drawn)	2	-2	1	14	2.7	9	11	-1
COCCCN(C(=S)Nc1cc(Cl)cc(Cl)c1)C(C)c1ccccn1 (stereo not drawn)	1	63*	-2	13	3.2	28	35	-1
O=C(NCCn1c(C(F)(F)F)nc2cc(C(F)(F)F)ccc21)[C@H]1CCCN1c1nc(CN2CCCCC2)cs1	-1	1	0	7	-1.0	5	12	1
Cc1ccccc1C(=O)Nc1ccnc(-c2ccncc2)n1	-1	-12	1	3	-0.9	2	-2	-3
COc1cccc(C(=O)Nc2ncc3c(n2)CC(c2ccc(OC)cc2OC)CC3=O)c1 (stereo not drawn)	9	21	7	49	-1.5	-33	59*	-4
CC1(C)OC(=O)C(=CNC(CO)C(=O)O)C(=O)O1 (stereo not drawn)	-7	-1	-1	14	2.8	6	0	-3
O=C1CCCN1CCC(=O)N1CCCC(N2CCN(c3ccccc3F)CC2)C1 (stereo not drawn)	9	-1	-2	10	-0.1	2	11	6
Cc1ccc2c(c1)C(=O)CC(O)(C(F)F)O2 (stereo not drawn)	12	11	1	7	2.5	6	19	2
COc1ccc(C(=O)NNS(=O)(=O)c2ccc(OC)cc2)cc1	-7	-10	-6	-3	-1.0	16	25	-3
OC(COCC1COc2ccccc2O1)CN1CCCCC1 (stereo not drawn)	6	5	-1	-11	-0.4	5	-31	0
Cc1cc(C(=O)CSc2nnnn2C)c(C)n1CCc1ccc(F)cc1	4	-4	-1	-12	1.7	5	20	-4
C(=N\N1CCN(Cc2cccc3ccccc23)CC1)/c1cccnc1	1	22	-1	-5	-1.3	-10	1	-4
Cc1ccc(S(=O)(=O)N2CCOC2CNC(=O)C(=O)NCc2ccccc2)cc1 (stereo not drawn)	11	7	-2	11	0.9	19	-9	-1
N/C(=N\OC(=O)c1ccc2c(c1)OCO2)c1ccc(Br)cc1	-54	29	0	-102	7.9	-138	84*	9
O=C(/C=C/c1ccccc1)NCCSCc1ccccc1Cl	17	6	-4	1	-1.8	23	-6	-2
Cc1nnc(NC(=O)c2cc3ccccc3o2)s1	24	23	4	-1	14	-7	-14	-2

3 entries out of the list above, arranged by the number in APJ antag, low to high.
compound,APJ antag
N/C(=N\OC(=O)c1ccc2c(c1)OCO2)c1ccc(Br)cc1,-54
OC(COCC1COc2ccccc2O1)CN1CCCCC1 (stereo not drawn),6
Cc1ccc2c(c1)C(=O)CC(O)(C(F)F)O2 (stereo not drawn),12

The list continues.
SMILES	APJ antag	tim23-1 inh	XBP1 UPR activ	Jurkat NFkB inh	CHOP UPR activ	697 NFkB inh	Mdm2-MdmX inh	APJ agonist
O=C1CC(NCCC2=CCCCC2)C(=O)N1c1cccc(Cl)c1Cl (stereo not drawn)	-5	19	-5	-8	-0.7	5	4	-1
Cc1occc1-c1nnc(SCC(=O)Nc2ccc3c(c2)OCO3)n1CC1CCCO1 (stereo not drawn)	20	34	-2	5	1.1	22	-19	7
CCn1cc(C(=O)O)c(=O)c2cc(F)c(N3CCN(C(=S)NC(=O)c4c(OC)cccc4OC)CC3)cc21	12	-7	3	-17	-0.1	5	6	1
Cc1nn(-c2ccccc2)c(C)c1/C=N/NC(=O)c1cc(C2CC2)[nH]n1	12	16	6	-6	1.5	11	-4	1
CC(=O)Oc1c(C)c2c3c(c1OC(C)=O)[C@@H](C)CC[C@@H]3[C@@H](C)C[C@H]2C=C(C)C	-8	14	5	13	3.0	4	-2	0
Cc1ccc(S(=O)(=O)N2CCC(n3nnc4cc(C)ccc43)CC2)cc1	7	8	-4	3	0.0	0	3	1
COc1ccc(Cc2nnc(SCC(=O)N(C)CC(=O)Nc3ccc(C)cc3)o2)cc1	-20	9	-2	5	2.9	14	10	8
CCn1c(SCC(=O)O)nnc1-c1ccc2[nH]c(C)c(C)c2c1	9	0	-2	-6	0.8	-6	24	-3
COc1ccc2c(c1)C1(Nc3ccccc3C(=O)N1c1ccccc1)C(=O)N2 (stereo not drawn)	14	5	-3	-11	-0.7	2	-1	-1
Cc1nn(C)c(C(=O)NNC(=O)Nc2cccc(C(F)(F)F)c2)c1Cl	14	-2	-2	10	2.4	-5	18	-3
CSc1cccc(NC(=O)C2CCCN(S(=O)(=O)c3cccs3)C2)c1 (stereo not drawn)	4	17	3	-6	-0.2	9	9	-1
O=C(c1cccc(Br)c1)N1CCN(C(=O)N2CCCCC2)CC1	19	9	-4	6	0.8	18	25	-1
CCOc1cc(S(=O)(=O)NCC2CCCO2)ccc1F (stereo not drawn)	-1	7	-4	-4	2.7	-11	1	-2
O=C(C1CC(=O)N(C2CCCC2)C1)N1CCC(Cc2ccccc2)CC1 (stereo not drawn)	-9	23	-2	-7	0.0	-67	-34	1
COc1ccccc1/C=C(/C(=O)OCC(=O)N(C)Cc1ccccc1)c1ccccc1	-3	23	-1	-7	0.5	15	-6	-2
Cc1ccc(C(=O)NCc2ccccc2CN2CCCC2)cc1S(=O)(=O)N1CCOCC1	5	2	0	-13	-0.9	9	-1	0
O=C(CSC(=S)N1CCCC1)NCC(=O)Nc1ccccc1Br	13	11	-1	15	1.5	10	13	-17
O=C(Nc1cnc2ccccc2c1)c1ccco1	3	16	-4	-64	0.5	-114	-99	-4
CCOC(=O)C1CCN(C(=O)c2cc(S(=O)(=O)N3CCOCC3)c(Cl)cc2Cl)CC1	10	11	-5	10	-3.8	14	16	-6
O=C(Nc1ccc2c(c1)OCCO2)c1ccoc1	-1	4	2	-18	2.4	-30	-2	-2
C=CCOc1nc2c(c(=O)n(C)c(=O)n2C)n1Cc1c(Cl)cccc1Cl	-19	14	4	-1	-2.4	-80	5	-3
Cc1ccnc(SCC(=O)c2ccc([N+](=O)[O-])cc2)n1	-47	12	-1	16	3.2	4	12	4
COC(=O)c1cc(S(=O)(=O)N2CCN(c3cccc(Cl)c3)CC2)c[nH]1	13	5	-5	30	0.5	2	19	4
O=C(NCCN1CCCCC1)/C(=N\O)c1ccccc1	2	13	-3	-5	-0.1	18	-6	5
O=C(Nc1ccccc1N1CCCCC1)C1CCN(S(=O)(=O)c2cccc(C(F)(F)F)c2)CC1	24	20	0	20	1.0	-13	33	-2
CN(C)CCCNC(=O)C(=O)NCC(c1cccs1)S(=O)(=O)c1ccc(F)cc1 (stereo not drawn)	6	3	3	-11	-0.8	6	-27	-5
CCCC(C(=O)N1CCOCC1)N1C(=O)C2C3C=CC(C3)C2C1=O (stereo not drawn)	1	-11	-1	-14	0.9	-3	5	-5
O=C(N/N=C\CCc1ccccc1)c1ccco1	7	14	-3	7	-1.0	2	15	-1
COc1cccc(NC(=O)N2CCCC(C(=O)Nc3ccccc3OC)C2)c1 (stereo not drawn)	-8	14	0	-1	1.8	-6	4	-1
COc1ccc(NC(=O)/C(C#N)=C/C=C/c2ccco2)cc1	-8	22	-1	41	-0.8	-10	36	0
CC(/C=C/c1ccccc1)NC(N)=O (stereo not drawn)	1	11	-1	13	-0.8	1	14	2

An excerpt from above in order of heavy-atom count, ascending:
SMILES	APJ antag	tim23-1 inh	XBP1 UPR activ	Jurkat NFkB inh	CHOP UPR activ	697 NFkB inh	Mdm2-MdmX inh	APJ agonist
CC(/C=C/c1ccccc1)NC(N)=O (stereo not drawn)	1	11	-1	13	-0.8	1	14	2
O=C(N/N=C\CCc1ccccc1)c1ccco1	7	14	-3	7	-1.0	2	15	-1
O=C(NCCN1CCCCC1)/C(=N\O)c1ccccc1	2	13	-3	-5	-0.1	18	-6	5
COc1ccc(NC(=O)/C(C#N)=C/C=C/c2ccco2)cc1	-8	22	-1	41	-0.8	-10	36	0
